Screening data deposited in PubChem by National Center for Advancing Translational Sciences (NCATS).
MmCpn inh: inhibitors of Methanococcus maripaludis chaperonin (MmCpn) | purified Mm-Cpn ATPase, ADP Transcreener TR-FRET | Potency, µM (series often up to 76.9 µM), for the others: at the top dose activity, negative = inhibition, actives largely listed as inhibitors | actives 0.031% (n = 330,000); note: potency is the fitted concentration of half-maximal effect; % is set by controls: 0 for no effect and ±100 for the full control effect; nearly all actives have a fitted effect of over 80% in size
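Purified archaeal chaperonin (25 nM final) was preincubated with compound for 10 min at 37°C, then ATP (10 uM final) was added for 30 min at 37°C in Tris pH 7.4/KCl/MgCl2/DTT buffer. ADP was quantified by HTRF Transcreener TR-FRET.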
FUS suppressor: FUS proteinopathy suppression in yeast. Potency, µM (series often up to 76.6 µM), without a hit: top-dose growth rescue (activation), hits mostly activators. S. cerevisiae FUS-expressing, growth rescue, OD600, 24 h. actives 0.24% (n = 390,000). AID 1347120;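 note: potency is the fitted concentration of half-maximal effect; plate controls were DMSO vehicle for no effect and reference control for full effect; nearly all actives have a fitted effect of over 55% in size; some results filed as inactive show a strong effect at the top dose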
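S. cerevisiae expressing FUS from galactose induction served as the toxicity model. Growth after 24hr at 30C, read as absorbance at 600 nm, indicates suppression of toxicity; compounds dosed at several concentrations.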
GLP1R inv ag: GLP-1 receptor (human) inverse agonism. HEK293 GLP-1R CRE-luciferase, luminescence, 24 h; GLP-1R form is constitutively active. actives 1.6% (n = 410,000). P43220. Potency, µM (doses to about 38.3 µM), for the others: at the top dose activity change, negative = inhibition, actives largely listed as inhibitors; note: potency is the fitted concentration of half-maximal effect; % is set by controls: 0 for no effect and ±100 for the full control effect; nearly all actives have a fitted effect of over 55% in size
Target sequence (P43220 whole entry, looked up): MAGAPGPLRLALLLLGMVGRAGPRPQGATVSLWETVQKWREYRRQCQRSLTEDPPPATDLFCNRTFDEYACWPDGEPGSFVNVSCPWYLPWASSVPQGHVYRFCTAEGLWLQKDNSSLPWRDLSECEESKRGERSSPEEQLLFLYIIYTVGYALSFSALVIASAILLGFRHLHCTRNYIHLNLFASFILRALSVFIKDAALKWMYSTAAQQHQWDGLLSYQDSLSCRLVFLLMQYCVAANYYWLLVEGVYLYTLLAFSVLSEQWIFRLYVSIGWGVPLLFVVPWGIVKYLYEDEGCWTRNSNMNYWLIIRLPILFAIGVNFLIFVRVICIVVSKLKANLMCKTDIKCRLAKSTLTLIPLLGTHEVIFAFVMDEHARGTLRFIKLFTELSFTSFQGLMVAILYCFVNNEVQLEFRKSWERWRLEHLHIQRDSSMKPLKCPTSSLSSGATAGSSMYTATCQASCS
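Stable HEK293 clone (constitutively active GLP-1R + cAMP-response luciferase); 200 cells/uL plated, 12 h pre-culture, compound 24 hr, 37 deg C/5% CO2; detection reagent 12 min RT; luminescence.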
GLP1R cytotox: cytotoxicity in counter-screen for GLP-1R inverse agonists | actives 0.13% (n = 410,000) | AID 624418 | Potency, µM (doses to about 38.3 µM), for inactives: top-dose activity change, negative = inhibition, most hits filed as inhibitors | HEK293 cAMP-luciferase reporter cells, luminescence, 24 h;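 note: loss of luciferase light is scored as toxicity; potency is the fitted concentration of half-maximal effect; % is set by controls: 0 for no effect and ±100 for the full control effect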
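To flag toxic compounds, the library was rerun on cells for 24 hr at 37 deg C and 5% CO2. Viability-linked luminescence was captured 12 min after adding luciferase detection reagent.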
aSyn rescue: rescues yeast growth from alpha-synuclein toxicity; Yeast expressing alpha-synuclein, growth rescue, BacTiter-Glo, 24 h; Potency, µM (series often up to 46.1 µM), without a hit: at the highest dose growth rescue (activation), most hits filed as activators; actives 0.14% (n = 370,000); note: potency is the fitted concentration of half-maximal effect; % of control where 0% means no effect; nearly all actives have a fitted effect of over 65% in size
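Screening used galactose-induced yeast with toxic alpha-synuclein levels, exposed to compound for 24 hr at 30 deg C. Cell growth, read with BacTiter-Glo luminescence, gave the measured signal.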
PTHR1 ag: activates the human parathyroid hormone receptor PTHR1; Q03431; HEK293 GP2 PTHR1 cells, GloSensor cAMP luminescence, 1 h; Potency, µM (titrated, usually from 115 µM), without a hit: at the highest dose activation, usual class: activators; actives 0.075% (n = 410,000); note: potency is the fitted concentration of half-maximal effect; nearly all actives have a fitted effect of over 55% in size; some results filed as inactive show a strong effect at the top dose; inactives centre near -15; many of its hits are not listed in these tables
Target sequence (Q03431 whole entry, looked up): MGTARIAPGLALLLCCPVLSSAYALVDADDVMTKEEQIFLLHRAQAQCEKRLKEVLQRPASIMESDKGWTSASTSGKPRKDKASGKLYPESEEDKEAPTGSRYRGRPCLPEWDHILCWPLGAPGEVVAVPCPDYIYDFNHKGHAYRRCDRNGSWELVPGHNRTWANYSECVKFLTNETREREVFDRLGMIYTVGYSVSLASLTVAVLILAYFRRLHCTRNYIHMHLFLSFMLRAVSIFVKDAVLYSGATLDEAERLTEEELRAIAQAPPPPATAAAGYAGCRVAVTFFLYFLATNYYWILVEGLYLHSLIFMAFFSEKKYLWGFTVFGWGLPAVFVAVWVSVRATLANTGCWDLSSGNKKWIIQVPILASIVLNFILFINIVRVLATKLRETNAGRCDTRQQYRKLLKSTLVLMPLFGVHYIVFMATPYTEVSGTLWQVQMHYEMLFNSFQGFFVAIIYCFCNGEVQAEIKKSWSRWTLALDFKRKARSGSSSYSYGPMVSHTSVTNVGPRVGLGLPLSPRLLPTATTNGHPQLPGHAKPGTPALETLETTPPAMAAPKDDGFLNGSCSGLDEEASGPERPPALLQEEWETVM
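HEK-293-derived GP2 cells expressing PTHR1 and a GloSensor cAMP reporter, 3,000/well, plated overnight, given luciferin plus IBMX (each 0.5 mM as added) for 1 h at 37 °C, then compound for 1 h at 37 °C. Luminescence was read after 15 min at room temperature.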
pAkt inh: Akt phosphorylation inhibition; Neuro2A IGF-stimulated pAkt S473 HTRF, 20 min; hits give low values; activity change, % for hits at 50 µM; actives 0.32% (n = 360,000); in the data active = activity change below about -80%; inconclusive = mostly about -51% to -80%; note: % is set by controls: 0 for no effect and ±100 for the full control effect
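Neuro2A cells (4,500/well, DMEM with 0.5% FBS) were treated with compound at a single 50 µM final concentration, stimulated with 6 nM IGF for 20 min at 37 °C, and lysed. Phospho-Akt Ser473 was read by HTRF as 665/615 ratio ×10^4.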
Abeta yeast res: restores growth of yeast expressing A-beta42 peptide. yeast expressing A-beta42, growth rescue, OD600, 48 h; response scale: 0% DMSO, 100% iron-clioquinol control. Potency, µM (top dose mostly 46.1 µM), for inactives: at the highest dose growth rescue, actives largely listed as activators. actives 0.063% (n = 410,000); note: potency is the fitted concentration of half-maximal effect; nearly all actives have a fitted effect of over 55% in size
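Yeast growth medium received pinned compounds, then yeast cells expressing toxic A-beta were added; plates incubated at 30 C for 48 hr. Growth read as absorbance at 600 nm, normalized to DMSO and equimolar FeCl3 plus clioquinol controls.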
TDP-43 yeast inh: rescues yeast growth from TDP-43 toxicity; actives 1.8% (n = 410,000); TDP-43 expressing yeast growth rescue, BacTiter-Glo, 24 h; Potency, µM (titrated, usually from 46.1 µM), inactives show top-dose growth rescue (activation), hits mostly activators; note: potency is the fitted concentration of half-maximal effect; % of control where 0% means no effect; nearly all actives have a fitted effect of over 50% in size
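Growth rescue of TDP-43-toxic yeast measured as ATP luminescence (BacTiter-Glo). Cells grown to mid-log in raffinose, induced in galactose at OD600=0.02, exposed to compound 24 hr at 30 deg C.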
An asterisk follows results filed as active; [ ] = another dose, or the depositor's remark. Unless noted, calls come from the whole dose curve; as a rule, active = well fitted curve in the direction sought with a large enough effect; inconclusive = small, poorly fitted or top-dose-only effect, or another doubt; inactive = no such curve, though single readings can be large; an effect the other way counts as inactive or inconclusive. These rows are one share of the data; the hit share may differ from the screen's.

Screening Cc1cc([N+](=O)[O-])cc2c1NCC1CC=CC21 (configuration not stated) returned MmCpn inh 0%, FUS suppressor -17%, GLP1R inv ag inconclusive, GLP1R cytotox 1%, aSyn rescue 21%, PTHR1 ag inactive, pAkt inh inactive, Abeta yeast res inconclusive and TDP-43 yeast inh inconclusive.
For CC(=O)c1ccc(S(=O)(=O)NC2CC(=O)N(c3ccc(C)c(C)c3)C2)cc1 (configuration not stated) the results were MmCpn inh -1%, FUS suppressor 12%, GLP1R inv ag 4%, GLP1R cytotox -8%, aSyn rescue 2%, PTHR1 ag -4%, pAkt inh inactive, Abeta yeast res -5% and TDP-43 yeast inh -10%.
For CC(C)Sc1ncc(Cl)c(C(=O)N(Cc2ccc(N(C)C)cc2)C2CCS(=O)(=O)C2)n1 (configuration not stated) the results were FUS suppressor 34%, GLP1R inv ag 4%, GLP1R cytotox 2%, PTHR1 ag inactive, Abeta yeast res -2% and TDP-43 yeast inh 3%.
`Nc1nn(-c2ccccc2)nc1C(=O)OCc1ccc(Cl)cc1` gave FUS suppressor -3%, GLP1R inv ag -23%, GLP1R cytotox -8%, PTHR1 ag inactive, Abeta yeast res 7% and TDP-43 yeast inh 27%.
Screening O=C(CCn1c(=O)sc2ccccc21)NCc1ccc2c(c1)OCO2 returned MmCpn inh 1%, FUS suppressor 17%, GLP1R inv ag -1%, GLP1R cytotox 2%, aSyn rescue 14%, PTHR1 ag -3%[57.5 µM], pAkt inh inactive, Abeta yeast res 1% and TDP-43 yeast inh 1%.
`O=C(COC(=O)/C=C/c1ccc([N+](=O)[O-])cc1)NCc1ccccc1` gave MmCpn inh 2%, GLP1R inv ag 1%, GLP1R cytotox 8%, aSyn rescue 1%, PTHR1 ag -62%[inhibitor], pAkt inh inactive, Abeta yeast res -19% and TDP-43 yeast inh 0%.
Screening Cc1cc(-c2onc(C)c2C(=O)Oc2ccc(Cl)cc2)no1 returned MmCpn inh 1%, FUS suppressor -28%, GLP1R inv ag -9%, GLP1R cytotox 5%, aSyn rescue 1%, PTHR1 ag inactive, pAkt inh inactive, Abeta yeast res 0% and TDP-43 yeast inh 20%.
For CN(Cc1ccon1)C(=O)C1CCN(C2CCN(CCCc3ccccc3)CC2)CC1 the results were MmCpn inh 0%, GLP1R inv ag -21%, GLP1R cytotox 2%, aSyn rescue 6%, PTHR1 ag -21%, pAkt inh inactive, Abeta yeast res 6% and TDP-43 yeast inh 20%.
`Cc1ccc(S(=O)(=O)N2[C@@H](c3ccc(Cl)cc3)C(C(=O)O)=CC[C@H]2c2ccc(Cl)cc2)cc1` gave MmCpn inh 1%, FUS suppressor -2%, GLP1R inv ag inconclusive, GLP1R cytotox -4%, aSyn rescue -13%, PTHR1 ag -91%[inhibitor], pAkt inh inactive, Abeta yeast res -33%[inhibitor] and TDP-43 yeast inh -79%[inhibitor].
For O=C(CSc1nnc(Nc2ccccc2F)s1)NCC1CCCO1 (configuration not stated) the results were MmCpn inh 0%, FUS suppressor -8%, GLP1R inv ag 1%, GLP1R cytotox 2%, aSyn rescue -13%, PTHR1 ag inactive, pAkt inh inactive, Abeta yeast res -8% and TDP-43 yeast inh -10%.
For COc1cc2c(cc1NC(=O)C(F)(F)F)-c1ccc(NC(=O)C(F)(F)F)cc1C2 the results were GLP1R inv ag 13%, GLP1R cytotox -19%, aSyn rescue -3%, PTHR1 ag inactive, pAkt inh inactive, Abeta yeast res -11% and TDP-43 yeast inh 0%.
CC(=O)N(CCCN(C)C)c1nc2ccc(C)cc2s1 was read as MmCpn inh -3%, FUS suppressor 5%, GLP1R inv ag inconclusive, GLP1R cytotox 28%, aSyn rescue -9%, PTHR1 ag -10%, pAkt inh inactive, Abeta yeast res -19% and TDP-43 yeast inh -6%.
NC(=O)c1nsc(C(=O)N(c2ccccc2)C(C(=O)NCC2CCCO2)c2cccs2)c1N (configuration not stated) was read as MmCpn inh -1%, FUS suppressor -10%, GLP1R inv ag 1%, GLP1R cytotox 9%, aSyn rescue -1%, PTHR1 ag -9%, pAkt inh inactive, Abeta yeast res -9% and TDP-43 yeast inh 4%.
`Cc1cc(Cl)ccc1NC(=O)CN(C)C1=NS(=O)(=O)c2ccccc21` gave MmCpn inh 2%, FUS suppressor 3%, GLP1R inv ag -8%, GLP1R cytotox 4%, aSyn rescue 3%, PTHR1 ag -3%, pAkt inh inactive, Abeta yeast res 6% and TDP-43 yeast inh 17%.
For O=C(NCC(c1ccco1)N1CCCCC1)c1ccc(NS(=O)(=O)c2ccc(F)cc2)cc1 (configuration not stated) the results were MmCpn inh -2%, GLP1R inv ag inconclusive, GLP1R cytotox 8%, aSyn rescue 1%, PTHR1 ag inactive, pAkt inh inactive, Abeta yeast res -2% and TDP-43 yeast inh 4%.
CCCn1nnnc1SCC(=O)Nc1cccc(NC(=O)c2ccco2)c1 was read as MmCpn inh 1%, FUS suppressor 14%, GLP1R inv ag 3%, GLP1R cytotox 9%, aSyn rescue 0%, PTHR1 ag inactive, pAkt inh inactive, Abeta yeast res 10% and TDP-43 yeast inh 3%.
Screening O=C(NC(Cc1ccc(O)cc1)C(=O)O)/C(=C/c1ccccc1)NC(=O)c1ccccc1 (configuration not stated) returned MmCpn inh -2%, FUS suppressor inconclusive, GLP1R inv ag 23%, GLP1R cytotox 3%, aSyn rescue -3%, PTHR1 ag -9%, pAkt inh inactive, Abeta yeast res -14% and TDP-43 yeast inh -37%.
Screening O=C(Nc1cc(=O)c2ccccc2o1)N1CCCCC1 returned MmCpn inh -2%, FUS suppressor 9%, GLP1R inv ag 17%, GLP1R cytotox -22%, aSyn rescue 4%, PTHR1 ag -11%, pAkt inh inactive, Abeta yeast res 1% and TDP-43 yeast inh 12%.
`CC(C)C(=O)Nc1cc(S(=O)(=O)Nc2cccc(Cl)c2)ccc1Cl` gave MmCpn inh 3%, FUS suppressor -21%, GLP1R inv ag inconclusive, GLP1R cytotox -22%, aSyn rescue 8%, PTHR1 ag -32%[inhibitor], pAkt inh inactive, Abeta yeast res 2% and TDP-43 yeast inh 21%.
COCCCN1Cc2cccc(C(=O)O)c2C1=O was read as MmCpn inh 0%, FUS suppressor -26%, GLP1R inv ag 4%, GLP1R cytotox 4%, aSyn rescue -2%, PTHR1 ag -21%, pAkt inh inactive, Abeta yeast res 5% and TDP-43 yeast inh -2%.
Screening COc1ccc2c(c1)-c1nc(NC(=O)c3cc(Cl)ccc3OC)sc1CC2 returned FUS suppressor -17%, GLP1R inv ag 5%, GLP1R cytotox 1%, PTHR1 ag inactive, Abeta yeast res -10% and TDP-43 yeast inh 0%.
CC(SCc1ccccc1)C(=O)NCc1ccccn1 (configuration not stated) was read as MmCpn inh 2%, FUS suppressor 2%, GLP1R inv ag 22%, GLP1R cytotox -1%, aSyn rescue -3%, PTHR1 ag inactive, pAkt inh inactive, Abeta yeast res -13% and TDP-43 yeast inh 17%.
`CCCNC(=O)c1cc2n(n1)CCCN(Cc1ccc(C)cc1)C2=O` gave FUS suppressor -2%, GLP1R inv ag 2%, GLP1R cytotox -1%, PTHR1 ag -6%, Abeta yeast res -16% and TDP-43 yeast inh 1%.
O=S1(=O)CCOCCCN1Cc1cccc(C(F)(F)F)c1 was read as MmCpn inh -1%, FUS suppressor -33%, GLP1R inv ag 5%, GLP1R cytotox 0%, aSyn rescue 1%, PTHR1 ag -18%, pAkt inh inactive, Abeta yeast res -9% and TDP-43 yeast inh 23%.
Screening O=C(CN1C(=O)c2ccccc2C1=O)NC1CCCCCC1 returned MmCpn inh 1%, FUS suppressor 29%, GLP1R inv ag 3%, GLP1R cytotox -6%, aSyn rescue 6%, PTHR1 ag inactive, pAkt inh inactive, Abeta yeast res 9% and TDP-43 yeast inh -13%.
For COc1ccccc1NC(=O)C(C/C=C(/C)Cl)C(C)=O (configuration not stated) the results were MmCpn inh 1%, FUS suppressor -12%, GLP1R inv ag 0%, GLP1R cytotox -1%, aSyn rescue -10%, PTHR1 ag -3%[57.5 µM], pAkt inh inactive, Abeta yeast res -1% and TDP-43 yeast inh 0%.
For CCc1ccccc1NC(c1nnc(-c2cccc(F)c2)o1)c1ccc(F)cc1Cl (configuration not stated) the results were FUS suppressor -2%, GLP1R inv ag 11µM*, GLP1R cytotox -1%, PTHR1 ag inactive, Abeta yeast res -16% and TDP-43 yeast inh 6%.
`O=C(c1cc(F)c(F)c(F)c1F)N1CCN(C(=O)C2CCCO2)CC1` (configuration not stated) gave MmCpn inh -3%, FUS suppressor 12%, GLP1R inv ag 6%, GLP1R cytotox -5%, aSyn rescue 2%, PTHR1 ag -32%, pAkt inh inactive, Abeta yeast res 10% and TDP-43 yeast inh -19%.
`C/C(=N\NC(=O)c1c[nH]c2ccccc12)c1ccc(C)o1` gave MmCpn inh 0%, FUS suppressor 45%, GLP1R inv ag -1%, GLP1R cytotox -3%, aSyn rescue -10%, PTHR1 ag -1%[57.5 µM], pAkt inh inactive, Abeta yeast res -12% and TDP-43 yeast inh 7%.

2 records drawn at random from the list so far, as already listed:
For COc1ccccc1NC(=O)C(C/C=C(/C)Cl)C(C)=O (configuration not stated) the results were MmCpn inh 1%, FUS suppressor -12%, GLP1R inv ag 0%, GLP1R cytotox -1%, aSyn rescue -10%, PTHR1 ag -3%[57.5 µM], pAkt inh inactive, Abeta yeast res -1% and TDP-43 yeast inh 0%.
`CCCNC(=O)c1cc2n(n1)CCCN(Cc1ccc(C)cc1)C2=O` gave FUS suppressor -2%, GLP1R inv ag 2%, GLP1R cytotox -1%, PTHR1 ag -6%, Abeta yeast res -16% and TDP-43 yeast inh 1%.
